Screens (PubChem BioAssay)
CHT allo act = human CHT allosteric activation | Q9GZV3 | CHT-expressing cells, membrane potential dye, choline EC20; hits give high values; LV-AA mutant CHT in HEK293 cells | B-score at 10 µM | hit rate 0.49% among 310,000;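 active means initial fluorescence not abnormally high and integrated response B-score, plate-corrected, over 3 SD above library mean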
Calls only; i = inactive.

Start of the listing, in advance, six compounds:
SMILES | CHT allo act
Cc1ccccc1CC1CCN(CCCNC(=O)Nc2ccccc2)CC1 | i
Cc1ccc(NC2CCCN(C(=O)c3cn4cccc(C)c4n3)C2)cc1C (centres undefined) | i
Cc1ccc(-n2nc(C)c3c(C)c(CCC(=O)NCCCOC(C)C)c(C)nc32)cc1 | i
Cc1ccc(NC(=O)c2cnccn2)nc1 | i
O=C(N/N=C/c1ccc(O)c(Br)c1)c1cc2c(ccc3ccccc32)o1 | i
COc1ccc2[nH]c3c(=O)n(N)c(=O)[nH]c3c2c1 | i

Main list (from the top)
SMILES | CHT allo act
Cc1ccccc1CC1CCN(CCCNC(=O)Nc2ccccc2)CC1 | i
Cc1ccc(NC2CCCN(C(=O)c3cn4cccc(C)c4n3)C2)cc1C (centres undefined) | i
Cc1ccc(-n2nc(C)c3c(C)c(CCC(=O)NCCCOC(C)C)c(C)nc32)cc1 | i
Cc1ccc(NC(=O)c2cnccn2)nc1 | i
O=C(N/N=C/c1ccc(O)c(Br)c1)c1cc2c(ccc3ccccc32)o1 | i
COc1ccc2[nH]c3c(=O)n(N)c(=O)[nH]c3c2c1 | i
CC/C(=N\NC(=O)c1ccc2c(c1)OCO2)c1ccccc1 | i
CC(=C\c1ccccc1)/C=C1/SC(=S)N(CCCC(=O)O)C1=O | i
CCOC(=O)C(=Cc1ccc(Br)cc1)C(=O)OCC | i
Cc1cc(C)cc(NC(=S)N2CC(C)OC(C)C2)c1 (centres undefined) | i

Three entries drawn at random from the list so far:
SMILES | CHT allo act
CCOC(=O)C(=Cc1ccc(Br)cc1)C(=O)OCC | i
Cc1ccc(-n2nc(C)c3c(C)c(CCC(=O)NCCCOC(C)C)c(C)nc32)cc1 | i
COc1ccc2[nH]c3c(=O)n(N)c(=O)[nH]c3c2c1 | i

Further compounds follow.
SMILES | CHT allo act
COc1cccc(C(=O)N2CCN(C3CCCCC3)CC2)c1 | i
COC(=O)c1sccc1NC(=O)Nc1ccc(OC)cc1 | i
Cc1cc(OCC(=O)NNC(=S)NC(=O)c2cccs2)ccc1Cl | i
O=C(CNC(=O)c1ccc(Br)cc1)OCC(=O)c1ccccc1 | i
O=C(Cc1ccccc1)NC1CCN(C(=O)c2ccc([N+](=O)[O-])cc2)CC1 | i
CN1CCN(S(=O)(=O)c2cc(C(F)(F)F)ccc2Cl)CC1 | i
Cc1ccc(NC(=O)CCN2CCOCC2)cc1C | i
CSCCC(NC(=O)c1ccccc1)C(=O)N/N=C(\C)Cc1ccccc1 (centres undefined) | i
O=c1cc(Cn2ccnc2)c2cc(O)ccc2o1 | i
COCCNC(=O)Cn1nc(-c2ccc(C)cc2)ccc1=O | i
NC1=NC(=O)/C(=C/c2ccc(OCC(=O)O)cc2)S1 | i

This is a subset; rates above refer to the full screens.
